# influenza NS1A – H1N1 influenza NS1A inhibitors, functional cell based assay (AID 504329) | inhibition, % at 12.5 µM, or IC50 in µM where a hit was titrated | NS1A functional cell-based assay, percent inhibition; higher % means a stronger effect | 340,000 compounds, 0.3% hits; in the data active means a potency from the dose series; inconclusive means inhibition above about 27% without an active follow-up result; further: strong numbers were not always called active
# H37Rv inhibition – M. tuberculosis growth inhibition, HTS (AID 449762); M. tuberculosis H37Rv growth inhibition, 7H9 media; higher % means a stronger effect; inhibition, % at 25 µM, or IC50 in µM where a hit was titrated; 330,000 compounds, 0.59% hits; in the data active means a potency from the dose series; inconclusive means inhibition above about 70% without an active follow-up result;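 further: bacterial growth assessed after seven days of incubation; strong numbers were not always called active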
# VEEV TC-83 Vero – inhibitors of VEEV TC-83 cytopathic effect, confirmation, Vero cells (AID 588727). Vero cells, VEEV TC-83 cytopathic effect inhibition; higher % means a stronger effect. one-dose inhibition, % at 20 µM; IC50 in µM for titrated hits. 350,000 compounds, 0.13% hits; in the data active means a potency from the dose series; inconclusive means inhibition mostly from about 14% at the one dose, without a potency; inactive means the rest, 99 in 100 with inhibition below about 12%; further: strong numbers were not always called active
# Salmonella PhoP GFP – Inhibition of PhoP regulon, Salmonella typhi GFP reporter cells, confirmation, 4 h (AID 1850) | inhibition, % at 50 µM, or IC50 in µM where a hit was titrated | Salmonella Typhi PhoP-promoter GFP reporter, fluorescence, 4 h; higher % means a stronger effect | 310,000 compounds, 0.33% hits; in the data active means a potency from the dose series; inconclusive means inhibition mostly from about 25% at the one dose, without a potency; inactive means the rest, 99 in 100 with inhibition below about 19%;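 further: 0% = induced wells with vehicle and 100% = uninduced wells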
# M. tuberculosis – growth inhibition of non-replicating M. tuberculosis (AID 488890); Mycobacterium tuberculosis non-replicating, growth inhibition; higher % means a stronger effect; one-dose inhibition, % at 25 µM; IC50 in µM for titrated hits; 320,000 compounds, 0.39% hits; in the data active means a potency from the dose series; inconclusive means inhibition mostly from about 82% at the one dose, without a potency; inactive means the rest, 99 in 100 with inhibition below about 76%;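 further: plate controls were DMSO cells for no effect and high antibiotic wells for full effect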
# VEEV TC-83 Vero 10K pilot screen – also measured in VEEV TC-83 Vero; calls as there; inhibition, %; measured here: 10K pilot screen inhibition
# Active calls of the source: *; i = inactive; ? = inconclusive; . = not tested or not shown; & = joins results of further samples.
SMILES,influenza NS1A,H37Rv inhibition,VEEV TC-83 Vero,Salmonella PhoP GFP,M. tuberculosis,others
Cc1nn(CC(=O)Nc2ccc3c(c2)nc(CN2CCCCC2)n3C)c(=O)c2ccccc12,-6%,0%,i,11%,4%,
CCN(CC)C(=S)Nc1ccc(OC(F)F)cc1,10%,1%,i,-6%,5%,
Cc1ccc(S(=O)(=O)NCC(=O)N(CC(=O)NCc2ccco2)Cc2ccccc2)cc1,-15%,-8%,i,-1%,-4%,
CCOc1ccc(S(=O)(=O)N2CCN(Cc3ccc4c(c3)OCO4)CC2)cc1C,7%,5%,i,12%,0%,
CCN=C1SC(CC(=O)NC(N)=O)C(=O)N1CC (stereo not drawn),1%,-11%,1.0%,6%,-1%,
Cc1ccc2nc(-c3cccc(S(=O)(=O)N4CCCC4)c3)cn2c1,-2%,4%,i,-2%,14%,
Cc1cccc2cc3cccc(C)c3nc12,-6%,-8%,i,0%,6%,
Cc1ccc(S(=O)(=O)Nc2ccc(C(=O)Nc3cc(C)on3)cc2)cc1,-11%,3%,2.8%,-2%,10%,
NC(=O)[C@@H]1CC2(CC(c3cccc(NC(=O)CC(c4ccccc4)c4ccccc4)c3)=NO2)CN1C(=O)[C@@H]1CCC(=O)N1 (stereo partly drawn),0%,3%,i,-15%,.,
CC1CCN(CC(=O)NC2CCCCC2)CC1,-43%,-1%,0.3%,0%,9%,
Cn1nc(OCCOc2ccccc2)ccc1=O,-5%,-2%,0.7%,0%,-3%,
CCCN(Cc1cc2cc(C)ccc2[nH]c1=O)C(=O)c1ccccn1,-1%,5%,2.2%,18%,-4%,
CCCn1c(NC(=S)Nc2ccccc2)nc2ccccc21,-4%,2%,5.7%,-4%,72%,
CC(C)N(C(=O)N1CCC(c2nc(-c3ccncc3)no2)CC1)C(C)C,-2%,-5%,i,11%,0%,VEEV TC-83 Vero 10K pilot screen=0.0
CN(CC(=O)Nc1ccc(Cl)cc1)C(=O)CNC(=O)c1ccc2ccccc2c1,-3%,-11%,7.8%,-6%,9%,
CCOc1cc(OCC)cc(C(=O)NC(=S)Nc2cccc(C(F)(F)F)c2)c1,14%,14%,7.7%,-2%,?,
COc1ccc(S(=O)(=O)N(C)C[C@H]2Oc3ccc(NC(=O)c4ccncc4)cc3C(=O)N([C@H](C)CO)C[C@@H]2C)cc1,7%,2%,i,.,13%,
NC1=NN=C(c2ccc3c(c2)OCCO3)CS1,0%,-1%,i,7%,7%,
COc1ccc(CNC(=O)C2CCCN(c3nccc(C)n3)C2)cc1 (stereo not drawn),-6%,-1%,0.9%,-19%,11%,
CC(=O)Nc1ccc(S(=O)(=O)Nc2nc3ccccc3nc2Nc2cccc(S(N)(=O)=O)c2)cc1,9%,2%,i,26%,18%,
CC1CC(C)(C)NC(=S)N1CC(=O)NCc1ccccc1Cl (stereo not drawn),-6%,-3%,i,-4%,10%,
CCn1c(C)nc2cc(C(=O)NNC(=O)CN(C)S(=O)(=O)c3ccc(NC(C)=O)cc3)ccc21,-8%,4%,2.5%,.,-5%,
COc1ccc(S(=O)(=O)Cc2ccc(C(=O)NCc3ccccc3)o2)cc1,1%,-4%,0.5%,9%,-6%,
CC1Cc2ccccc2N1C(=O)CSc1nnc2c(n1)[nH]c1ccc(F)cc12 (stereo not drawn),2%,9%,11%,-8%,16%,
CN(C)CCCNc1cc(O)c2ncccc2c1,4.6µM*,10%,6.6%,.,50%,
SMILES,influenza NS1A,H37Rv inhibition,VEEV TC-83 Vero,Salmonella PhoP GFP,M. tuberculosis,others
CN(C)S(=O)(=O)c1ccc(N2CCCC2)c(C(=O)NC2CCCCC2)c1,-5%,4%,6.9%,-2%,47%,
CC(C)Oc1ccc(Cn2c(-c3ccco3)n[nH]c2=S)cc1,1%,-4%,i,5%,-17%,
CCc1ccc(C(=O)NNc2ccc(Cl)cc2)cc1,-23%,?,i,1%,80%,
CN1/C(=C/C=N/n2cnnc2)C(C)(C)c2ccccc21,-4%,-6%,1.3%,12%,-14%,
NCCCC[C@@H]1NC(=O)c2cc([N+](=O)[O-])cc(I)c2SC[C@@H](C(=O)NCC(N)=O)NC(=O)CNC1=O,2%,0%,i,-1%,13%,
COc1ccc(C(=O)NCC(c2ccco2)N2CCc3ccccc32)c(OC)c1 (stereo not drawn),-14%,43%,13%,1%,8%,
Cc1cc(NC(=O)c2ccc(COc3ccccc3Cl)o2)no1,-5%,-5%,1.4%,-5%,47%,
CCOC(=O)N1CCN(C(=O)/C(=C/c2cccs2)NC(=O)c2ccc(OC)c(OC)c2)CC1,0%,9%,5.7%,-29%,5%,
CC(=O)N1c2ccc(S(=O)(=O)NCCC(=O)NCCc3ccc(C)cc3)cc2CC1C (stereo not drawn),0%,0%,i,-6%,5%,
CCN1C(=O)C(=C2C=C(C)N(Cc3ccco3)C(C)=C2)C(=O)N(CC)C1=S,-6%,1%,0.2%,4%,1%,
CCSc1nc2c(c(=O)n(C)c(=O)n2C)n1Cc1ccc(Cl)cc1,0%,0%,5.1%,11%,21%,
CCOC(=O)c1ccc(NC(=O)Cc2cccs2)cc1,-3%,?,0.5%,-4%,76%,
CCc1[nH]c(=O)c(C#N)c2c1CCCC2,-6%,-5%,0.4%,-2%,-9%,
Cc1oc2cc([N+](=O)[O-])c(O)c([N+](=O)[O-])c2c1C(=O)c1ccc(Br)cc1,11%,1%,i,-8%,-7%,
CCCCNC(=O)C(C#N)c1nc2ccccc2nc1N1CCN(c2ccccc2F)CC1 (stereo not drawn),-1%,10%,1.7%,5%,16%,
N#Cc1ccc(CSc2nnc(-c3cccc(S(=O)(=O)N4CCCCC4)c3)o2)cc1,-18%,-2%,5.4%,0%,22%,
CC(C)(C)c1ccc(C(=O)N/C(=C\c2ccco2)C(=O)O)cc1,6%,-5%,4.0%,-3%,-6%,
CC1CCc2c(nc3ncnn3c2NCCc2ccccc2F)C1 (stereo not drawn),8%,-6%,2.4%,-12%,-6%,
Cc1ccc(C2CC(=O)Oc3cc(C)c(Br)c(C)c32)cc1 (stereo not drawn),-32%,.,0.2%,.,.,
Cc1cc(C)nc(Sc2ccc3nnc(C(F)(F)C(F)(F)C(F)(F)F)n3n2)n1,-1%,3%,i,12%&-5%,6%,
Cc1cc(O)c(-c2cc(C(=O)NCCc3ccc(S(N)(=O)=O)cc3)[nH]n2)cc1C,16%,6%,24%,16%,-1%,
Cc1onc(-c2ccccc2)c1C(=O)N1CCc2ccccc21,-11%,-3%,0.7%,0%,9%,
COc1ccc(Cl)cc1-c1nc(-c2ccc(NC(=O)c3cccs3)cc2)no1,-3%,-2%,9.2%,-12%,7%,
COc1ccc(/C=N/NC(=O)c2ccc3nc[nH]c3c2)c(OC)c1OC,.,-3%,2.2%,6%,-4%,
O=C(c1ccccc1)c1ccccc1C(=O)N1CCOCC1,-11%,-4%,1.3%,-13%,-3%,

# Entries listed so far that contain fluorine, in the order listed:
SMILES,influenza NS1A,H37Rv inhibition,VEEV TC-83 Vero,Salmonella PhoP GFP,M. tuberculosis,others
CCN(CC)C(=S)Nc1ccc(OC(F)F)cc1,10%,1%,i,-6%,5%,
CCOc1cc(OCC)cc(C(=O)NC(=S)Nc2cccc(C(F)(F)F)c2)c1,14%,14%,7.7%,-2%,?,
CC1Cc2ccccc2N1C(=O)CSc1nnc2c(n1)[nH]c1ccc(F)cc12 (stereo not drawn),2%,9%,11%,-8%,16%,
CCCCNC(=O)C(C#N)c1nc2ccccc2nc1N1CCN(c2ccccc2F)CC1 (stereo not drawn),-1%,10%,1.7%,5%,16%,
CC1CCc2c(nc3ncnn3c2NCCc2ccccc2F)C1 (stereo not drawn),8%,-6%,2.4%,-12%,-6%,
Cc1cc(C)nc(Sc2ccc3nnc(C(F)(F)C(F)(F)C(F)(F)F)n3n2)n1,-1%,3%,i,12%&-5%,6%,

# Continuation:
SMILES,influenza NS1A,H37Rv inhibition,VEEV TC-83 Vero,Salmonella PhoP GFP,M. tuberculosis,others
Cc1ccc(-c2nnc(SCC(N)=O)n2C)cc1,-8%,2%,1.2%,-4%,-5%,
CN(C)CCCn1c(SCc2ccc(Cl)cc2)nnc1-c1ccncc1,-14%,1%,2.6%,7%,-16%,
COc1ccc(NC(=O)CNS(=O)(=O)c2ccc(Cl)cc2)cc1,0%,20%,0.2%,-1%,27%,
O=C(CCCOc1ccc(Cl)cc1Cl)N1CCCc2ccccc21,0%,27%,3.5%,14%,25%,
COC(=O)c1ccc(C2NC(=O)CCC2[N+](=O)[O-])cc1 (stereo not drawn),23%,-2%,i,-3%,-8%,
COc1cc(Cl)c(C)cc1NC(=O)CN(C)C1CCS(=O)(=O)C1 (stereo not drawn),1%,1%,3.9%,.,15%,
CCOC(=O)C(C)Sc1nc2ccccc2c(=O)n1CC (stereo not drawn),-2%,4%,0.6%,-10%,28%,
CCc1c(C)nc(SCC(=O)CC(=O)OC(C)C)c(C#N)c1C,2%,6%,3.6%,3%,19%,VEEV TC-83 Vero 10K pilot screen=0.4
Cc1ccc(-c2nn(-c3ccccc3)cc2C(=O)N2CCN(c3ccccn3)CC2)cc1,14%,?,8.3%,1%,41%,
Cc1ccc(S(=O)(=O)N2CCC(C(=O)O)CC2)cc1C(=O)O,5%,3%,i,4%,-14%,
COC(=O)c1ccccc1NC(=O)c1cc2n(n1)C(C(F)F)CC(C(F)F)N2 (stereo not drawn),-3%,-3%,1.0%,3%,2%,
CC(C)NC(=O)c1cc2ccccc2o1,4%,1%,2.7%,-5%,64%,
Cc1nn(C(C)C)c(C)c1CN1CCN(Cc2ccsc2)C(CCO)C1 (stereo not drawn),-3%,4%,0.0%,-6%,2%,
COc1ccc(S(=O)(=O)c2c(C)c(NS(=O)(=O)c3ccccc3)cc(C)c2O)cc1,1%,-1%,3.0%,-2%,6%,
O=C(COc1ccc(Br)cc1Cl)c1ccc[nH]1,-4%,2%,3.9%,3%,69%,
O=C(N1CCOCC1)C12CC3CC(C1)CC(C(=O)N1CCOCC1)(C3)C2,9%,-4%,0.2%,-11%,-5%,
C/C(=N\OC(=O)c1ccc(F)cc1)c1sc(-c2ccc(Cl)cc2)nc1C,12%,2%,2.1%,3%,-10%,
CS(=O)(=O)Oc1ccc(Br)cc1/C=C1/N=C(c2ccco2)OC1=O,-5%,9%,3.5%,-7%,5%,
CCCn1nc(NC(C)=O)c2cc3cccc(C)c3nc21,-15%,13%,1.2%,-9%,21%,
COc1ccc(-c2cc(N)n(S(=O)(=O)c3ccc(F)cc3)n2)cc1OC,2%,-9%,1.4%,.,29%,
CSc1sc(C(=O)NNC(C)=O)c2c1C=CCC2,.,2%,i,-1%,-8%,
COC(=O)C1=C(C(=O)OC)[C@]2([C@@H]3CCCCN[C@@H](Cc4ccccc4)C(=O)N3Cc3ccccc3)C=C[C@H]1O2,10%,.,i,.,.,
COc1ccc(Cn2c(=O)[nH]c3cc(C(=O)NCCCN4CCCC4)ccc3c2=O)cc1,16%,0%,1.9%,-3%,23%,VEEV TC-83 Vero 10K pilot screen=0.2
Cc1ccc(C)c(S(=O)(=O)NCC(=O)OCC(=O)Nc2sccc2C(N)=O)c1,-6%,.,1.5%,.,.,
CC1CCCCN1C(=O)C1CCN(c2nc(-c3ccccc3)nc3c2CCC3)CC1 (stereo not drawn),-6%,1%,6.2%,-1%,40%,
SMILES,influenza NS1A,H37Rv inhibition,VEEV TC-83 Vero,Salmonella PhoP GFP,M. tuberculosis,others
COc1ccc(NC(=O)c2ccc(C(=O)c3ccccc3)o2)cc1,0%,-7%,i,0%,-11%,
O=C(COc1ccccc1)Nc1ccc(N2CCCCC2)cc1,8%,6%,3.1%,-2%,18%,
O=C(Cc1ccccc1)NC(Cc1ccc(Cl)cc1)C(=O)O (stereo not drawn),0%,0%,0.2%,-7%,-9%,
CC(C)Cc1ccc(C(C)NC(=O)c2ccc(=O)[nH]c2)cc1 (stereo not drawn),-9%,-3%,i,2%,10%,
CC1CCc2ccccc2N1CC(=O)Nc1cccc(S(=O)(=O)N2CCCC2)c1 (stereo not drawn),5%,.,5.0%,.,.,
CCCc1cc(C(=O)N2CCCC(C(=O)c3cccc4ccccc34)C2)n(C)n1 (stereo not drawn),-27%,3%,1.4%,-4%,17%,
Cc1ccc(S(=O)(=O)Nc2cc(-c3ccccc3)nn2C)cc1,.,-2%,2.1%,-3%,11%,
Cc1cc(C)c(C2=Nn3c(C)nnc3SC2C)cc1C (stereo not drawn),2%,1%,i,3%,5%,
CC1=NN(C(=O)c2ccoc2C)C(O)(C(F)(F)F)C1 (stereo not drawn),0%,-4%,1.9%,20%,1.6µM*,

# Bioassay records: PubChem, Southern Research Specialized Biocontainment Screening Center
